Screens (PubChem BioAssay)
Platelet DG rel: platelet dense granule release activity; 300,000 compounds, 0.22% hits; human platelet-rich plasma, SFLLRN dense granule ATP release, luminescence; inhibition, %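 (compounds screened at 7.5 µM in platelet-rich plasma)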;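 active = mean replicate score, as percent of positive control, at or above 50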
Dyrk1A ADPGlo: blocks rat Dyrk1A kinase activity; AID 504441; Q63470; inhibition, % at 12.5 µM; 310,000 compounds, 0.43% hits; ADP-Glo luminescence, NFATc1 peptide; in the data active = inhibition above about 50%;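 also: plate controls were vehicle with enzyme for no effect and no enzyme for full effect; many of its hits are not listed in these tables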
HSP90 refold inh: HSP90 refolding inhibition in rabbit reticulocyte lysate. 290,000 compounds, 0.91% hits. AID 1789. inhibition, % at 5.6 µM. luciferase refolding luminescence, 3 h;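 active = inhibition above the screen-wide mean plus 3 SD, computed separately per campaign, cut at about 16% in these data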;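 also: 0% = DMSO wells and 100% = 60 µM geldanamycin wells; inhibitors lower the luminescence because luciferase stays unfolded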
GSK3 alpha inh: human GSK-3 alpha kinase inhibition; ADP-Glo luminescence, 60 min; inhibition, % at 10 µM; 320,000 compounds, 0.1% hits;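 in the data active = inhibition above about 50%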;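 also: GST-tagged GSK-3 alpha with peptide substrate and 25 µM ATP; 0% = DMSO neutral wells and 100% = GW8510 positive control wells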
HDAC3 inh: human HDAC3 inhibition; O15379; recombinant HDAC3, fluorogenic peptide/trypsin coupled, fluorescence; inhibition, % at 8.3 µM; 320,000 compounds, 0.15% hits; AID 2718; in the data active = inhibition above about 26%, passing the limit was not always enough
Target sequence (O15379 whole entry, looked up): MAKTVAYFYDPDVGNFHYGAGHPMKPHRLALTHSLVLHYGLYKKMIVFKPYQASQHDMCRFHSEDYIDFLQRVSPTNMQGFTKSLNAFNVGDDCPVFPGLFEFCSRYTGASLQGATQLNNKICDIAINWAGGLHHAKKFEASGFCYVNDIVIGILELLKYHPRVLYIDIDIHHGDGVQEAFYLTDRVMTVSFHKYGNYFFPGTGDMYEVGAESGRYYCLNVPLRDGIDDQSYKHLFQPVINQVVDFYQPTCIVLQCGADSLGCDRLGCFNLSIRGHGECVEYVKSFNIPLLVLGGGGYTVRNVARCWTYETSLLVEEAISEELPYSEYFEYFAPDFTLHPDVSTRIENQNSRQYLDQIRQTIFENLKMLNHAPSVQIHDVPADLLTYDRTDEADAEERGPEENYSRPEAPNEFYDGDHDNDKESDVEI
HSF1 activator: increases HSF-1 driven luciferase reporter signal; NIH3T3-HGL HSF-1 luciferase reporter, MG132, 8 h; 100% = twice DMSO control signal; activation, % at 9 µM; 300,000 compounds, 1.7% hits; AID 504408;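 active = mean replicate activation of at least 50% with a set share of replicates each reaching 50%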;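 also: 0% = median of the neutral control wells and 100% = twice that signal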
AI-2 QS mod: Vibrio harveyi AI-2 quorum sensing modulation; AID 2094; activity change, % at 7.5 µM; 300,000 compounds, 0.4% hits; Vibrio harveyi JMH597 AI-2 luminescence/OD600 ratio, 9 h; stronger effect = lower value; strain lacks LuxN and CqsS sensors; 0 = neutral-control median; in the data active = activity change below about -75%, passing the limit was not always enough;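 also: luminescence divided by OD600 gain over 9 h not by final OD600 alone; inactives centre near 13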
GSK3beta inhib: blocks human GSK3beta kinase activity | P49841 | GST-GSK3beta kinase, ADP-Glo luminescence, 60 min; stronger effect = lower value | activity score (negative = inhibition), % at 10 µM | 300,000 compounds, 0.038% hits | AID 2097;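 active = more than half of replicate wells score below -50%, meaning over 50% inhibition versus plate controls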;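 also: 0% = median DMSO wells and -100% = median GW8510 positive control wells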
Target sequence (P49841 whole entry, looked up): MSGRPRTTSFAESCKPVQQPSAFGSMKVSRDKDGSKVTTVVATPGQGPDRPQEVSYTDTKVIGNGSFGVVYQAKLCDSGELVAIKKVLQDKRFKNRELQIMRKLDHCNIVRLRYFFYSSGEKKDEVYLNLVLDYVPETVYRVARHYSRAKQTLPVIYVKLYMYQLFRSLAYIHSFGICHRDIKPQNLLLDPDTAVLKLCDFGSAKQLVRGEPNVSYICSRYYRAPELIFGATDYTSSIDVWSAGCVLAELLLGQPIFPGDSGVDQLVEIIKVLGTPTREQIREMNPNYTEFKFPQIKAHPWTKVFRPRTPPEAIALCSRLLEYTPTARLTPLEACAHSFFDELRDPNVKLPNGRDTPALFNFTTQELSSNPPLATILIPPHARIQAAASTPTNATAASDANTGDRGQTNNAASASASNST
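test system = GST-tagged human GSK3beta kinase, cell-free | reagent = 25 µM ATP with peptide substrate | dosing = one dose of 10 µM per compound | schedule = 60 min reaction, RT | detection = luminescent ADP-Glo measurement of ADP formed | control set = DMSO neutral wells and GW8510 at 20 µM as positive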
HSF1 inhib: HSF1 inhibition. NIH3T3-HGL HSE-luciferase, MG132-induced, luminescence 8 h; stronger effect = lower value. activity change, negative = inhibition, % at 7.5 µM (by protocol). 300,000 compounds, 0.77% hits. AID 2098;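 active = more than half of replicate wells show activity change below -50%, luminescence cut by over half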;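 also: luciferase reports HSF-1 transcriptional activity via heat shock element; 0% = median of DMSO wells and -100% = zero luminescence signal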
PolyA inhibitor: inhibitors of polyadenylation in S. cerevisiae | S. cerevisiae SKY197-pL101 polyadenylation reporter, beta-gal luminescence; efflux-impaired pdr1/pdr3 knockout yeast; score 100 = 6 SD above DMSO | AID 1875 | 300,000 compounds, 0.02% hits | calls only at 12 µM;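 active = lowest replicate activity score at least 50, where 100 means six control SD above control mean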;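 also: yeast exposed to compound for 9 h at 30 °C; higher score means more reporter readthrough which indicates perturbed polyadenylation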
Numbers without * were called inactive; i = inactive; nt = no result given.

Value order: HSP90 refold inh	Platelet DG rel	HSF1 inhib	GSK3 alpha inh	PolyA inhibitor	GSK3beta inhib	AI-2 QS mod	Dyrk1A ADPGlo	HSF1 activator	HDAC3 inh
1	CC(C)CCNC(=O)C(c1ccc(O)cc1)N(C(=O)C1COc2ccccc2O1)c1cccc(O)c1 (centres undefined)
  1	-4	4	-4	i	-3	33	-1	42	2
2	O=c1cc(Nc2ccc3c(c2)OCO3)[nH]c(=O)n1-c1ccc(Br)cc1
  1	-6	0	4	i	-3	15	-7	-2	-1
3	CC(C)n1cnc2c(=S)nc[nH]c21
  2	-1	-3	-2	i	-1	18	-5	-8	6
4	Cc1cc(/C=C2/NC(=O)NC2=O)c(C)n1-c1sc2c(c1C#N)CCCC2
  2	-7	0	4	i	-1	38	8	1	-1
5	O=C(CC(c1ccccc1)c1cc(Cl)ccc1O)N1CCCC1 (centres undefined)
  -5	11	9	-1	i	2	-1	-5	7	2
6	O=c1c2ccccc2ncn1CCOc1ccccc1[N+](=O)[O-]
  0	5	8	-1	i	0	0	-1	28	-9
7	CC1(C)CC(N(Cc2ccc(F)cc2)C(=O)c2ccc(F)cc2)CCO1 (centres undefined)
  7	1	-1	-1	i	-2	11	9	-5	0
8	COc1ccc(-n2c(C)cc(C(=O)Cn3nc(C(=O)O)c4ccccc4c3=O)c2C)cc1
  13	-1	0	-1	i	-1	49	0	-3	3
9	Cn1c(SCC(=O)Nc2ccc(F)cc2)nc2c([nH]c3ccccc32)c1=O
  -4	11	4	5	i	-22	38	-1	6	0
10	Cc1ccc(NC2CCCN(C(=O)c3ccccn3)C2)cc1C (centres undefined)
  3	-19	-1	-2	i	-2	15	-4	-11	1
11	Cc1ccccc1OCC(=O)N1CCCc2ccccc21
  0	8	8	-2	i	3	7	-2	4	-2
12	C/C(N)=C(/C#N)C(=O)COC(=O)c1ccccc1O
  -4	-1	1	-2	i	2	23	-10	2	-3
13	O=C(NC(NCc1ccccn1)(C(F)(F)F)C(F)(F)F)c1ccco1
  1	-5	-2	0	i	2	15	-3	3	-2
14	Cc1ccc(C)c(-c2nnc(NC(=O)CCS(=O)(=O)c3ccccc3)o2)c1
  nt	0	19	2	i	3	5	-4	41	-1
15	O=C(N1CCOCC1)C1(S(=O)(=O)c2ccccc2)CC=CC1
  -4	1	-5	0	i	0	17	10	-13	-6
16	Cc1ccc2nc(Cc3ccc(N)cc3)oc2c1
  -1	3	25	1	i	1	3	0	6	5
17	CC1(C)CC(=O)C(Sc2ccccc2C(=O)O)=C(O)C1
  2	-2	nt	-4	i	-1	17	-1	nt	5
18	O=C(CCCN1C(=O)c2ccccc2C1=O)N1CCOCC1
  -1	0	-7	-3	i	-1	9	0	-3	-6
19	C=CCc1cccc2ccc(=O)oc12
  -3	-10	0	nt	i	0	22	-4	5	nt
20	COC(=O)c1nc2n(n1)C(c1ccc([N+](=O)[O-])cc1)C(C(=O)Nc1ccc(Cl)cc1)=C(C)N2 (centres undefined)
  -2	0	-14	-2	i	-3	2	-6	7	-4
21	CCC1Oc2ccc(C)cc2N(CC(=O)NCCCN2CCCCC2C)C1=O (centres undefined)
  3	-4	1	10	i	3	-2	nt	9	-1
22	Cc1ccc(N(CC(=O)NC2CCCC2)C(=O)CCC(=O)Nc2nccs2)c(C)c1
  -3	-4	6	4	i	-2	5	2	17	1
23	CCC(c1nnnn1Cc1ccccc1)N(Cc1cc2cc(OC)ccc2[nH]c1=O)CC1CCCO1 (centres undefined)
  1	8	4	3	i	0	10	7	17	-11
24	O=C(CN1C(=O)COc2ccccc21)NCCC1=CCCCC1
  -1	1	9	-6	i	-1	31	-5	4	-3
25	O=C(COc1ccccc1[N+](=O)[O-])Nc1cc(Cl)ccc1C(=O)O
  -5	7	-9	-3	i	1	10	26	5	2
26	C/C(=N/NC(=O)c1ccc(Br)o1)c1ccncc1
  -1	-3	9	0	i	-2	12	3	19	1
27	CCc1ccc(NC(=O)CNC(=O)[C@@H]2Cc3ccccc3CN2C(=O)OC(C)(C)C)cc1
  -3	-1	-5	3	i	0	26	-3	-3	5
28	COc1cccc2cc(C(N)=O)oc12
  -2	-9	-2	3	i	-2	31	41	-5	-1
29	CCN(CC)S(=O)(=O)c1ccc(OC(C)C)c(NC(=O)C2=COCCO2)c1
  nt	-3	-8	1	nt	1	8	nt	-1	5
30	Cc1cc(=O)[nH]c(SCc2ccc(Cl)cc2)n1
  nt	-3	13	1	i	2	nt	-5	27	1
31	COC(=O)c1ccc(NC(=O)N2CCC(O)(c3cccnc3)CC2)cc1
  -10	0	1	nt	i	-1	35	4	-10	-7
32	CCOP(=O)(OCC)C(NC(=O)Nc1ccc(Cl)c(Cl)c1)C(N)=O (centres undefined)
  -5	5	-11	7	i	0	17	-1	-3	1
33	CCC1S/C(=N/C(=O)NC2CCCCC2)NC1=O (centres undefined)
  0	0	-6	-2	i	0	26	35	5	-5
34	COc1ccc(OCC(O)CNC(=O)Nc2cc(F)ccc2C)cc1 (centres undefined)
  -1	-2	6	4	i	-2	18	-7	2	-1
35	COc1cc(C)c(/C=C(\C#N)C(=O)Nc2ccc(C)cc2)cc1C(C)C
  -6	2	0	nt	i	-4	26	2	15	nt
36	O=C(c1ccoc1)N1CCC2(CC1)Oc1ccc(F)cc1C(=O)C21CC(c2ccccc2)=NO1 (centres undefined)
  nt	-3	2	4	i	-2	-4	10	0	4
37	COc1ccc(NC(=O)CC2Nc3ccccc3NC2=O)c([N+](=O)[O-])c1 (centres undefined)
  -1	8	-4	1	i	0	21	1	3	5
38	Cc1nn(CC(=O)NN)c(C)c1Br
  7	1	-4	-3	i	5	31	nt	-1	-1
39	COc1cccc(OCC(=O)NNC(=O)CCc2ccccc2)c1
  -3	15	-1	-5	i	1	-3	-1	-8	0
40	O=C(CSc1ccccn1)Nc1ccc2c(c1)oc1ccccc12
  -3	-16	-2	0	i	-4	16	-1	27	7

Reformatted in transposed form: part of the list above.
29	CCN(CC)S(=O)(=O)c1ccc(OC(C)C)c(NC(=O)C2=COCCO2)c1
30	Cc1cc(=O)[nH]c(SCc2ccc(Cl)cc2)n1
31	COC(=O)c1ccc(NC(=O)N2CCC(O)(c3cccnc3)CC2)cc1
32	CCOP(=O)(OCC)C(NC(=O)Nc1ccc(Cl)c(Cl)c1)C(N)=O (centres undefined)
33	CCC1S/C(=N/C(=O)NC2CCCCC2)NC1=O (centres undefined)
34	COc1ccc(OCC(O)CNC(=O)Nc2cc(F)ccc2C)cc1 (centres undefined)
35	COc1cc(C)c(/C=C(\C#N)C(=O)Nc2ccc(C)cc2)cc1C(C)C
36	O=C(c1ccoc1)N1CCC2(CC1)Oc1ccc(F)cc1C(=O)C21CC(c2ccccc2)=NO1 (centres undefined)
37	COc1ccc(NC(=O)CC2Nc3ccccc3NC2=O)c([N+](=O)[O-])c1 (centres undefined)
38	Cc1nn(CC(=O)NN)c(C)c1Br
Screen / compound no. | 29 | 30 | 31 | 32 | 33 | 34 | 35 | 36 | 37 | 38
HSP90 refold inh | nt | nt | -10 | -5 | 0 | -1 | -6 | nt | -1 | 7
Platelet DG rel | -3 | -3 | 0 | 5 | 0 | -2 | 2 | -3 | 8 | 1
HSF1 inhib | -8 | 13 | 1 | -11 | -6 | 6 | 0 | 2 | -4 | -4
GSK3 alpha inh | 1 | 1 | nt | 7 | -2 | 4 | nt | 4 | 1 | -3
PolyA inhibitor | nt | i | i | i | i | i | i | i | i | i
GSK3beta inhib | 1 | 2 | -1 | 0 | 0 | -2 | -4 | -2 | 0 | 5
AI-2 QS mod | 8 | nt | 35 | 17 | 26 | 18 | 26 | -4 | 21 | 31
Dyrk1A ADPGlo | nt | -5 | 4 | -1 | 35 | -7 | 2 | 10 | 1 | nt
HSF1 activator | -1 | 27 | -10 | -3 | 5 | 2 | 15 | 0 | 3 | -1
HDAC3 inh | 5 | 1 | -7 | 1 | -5 | -1 | nt | 4 | 5 | -1

39	COc1cccc(OCC(=O)NNC(=O)CCc2ccccc2)c1
40	O=C(CSc1ccccn1)Nc1ccc2c(c1)oc1ccccc12
Screen / compound no. | 39 | 40
HSP90 refold inh | -3 | -3
Platelet DG rel | 15 | -16
HSF1 inhib | -1 | -2
GSK3 alpha inh | -5 | 0
PolyA inhibitor | i | i
GSK3beta inhib | 1 | -4
AI-2 QS mod | -3 | 16
Dyrk1A ADPGlo | -1 | -1
HSF1 activator | -8 | 27
HDAC3 inh | 0 | 7

Remaining list, next part
Value order: HSP90 refold inh	Platelet DG rel	HSF1 inhib	GSK3 alpha inh	PolyA inhibitor	GSK3beta inhib	AI-2 QS mod	Dyrk1A ADPGlo	HSF1 activator	HDAC3 inh
41	CN(C)S(=O)(=O)c1cccc(NC(=O)c2ccc(-n3cncn3)c([N+](=O)[O-])c2)c1
  nt	10	-1	-1	i	-3	20	3	5	3
42	Cc1cccc(NCN2C(=O)C3C4C=CC(C4)C3C2=O)c1 (centres undefined)
  9	-2	2	-5	i	2	38	-1	-1	-2
43	CC1CCCC(C)N1CCCNC(=O)CN1C(=O)c2cccnc2Oc2ccc(Cl)cc21 (centres undefined)
  -5	1	2	-2	i	0	-15	1	18	-1
44	CCOC(=O)N1CCN(C(=O)c2ccc(CN(c3ccccc3)S(C)(=O)=O)cc2)CC1
  2	-1	-2	-2	i	-2	22	-3	7	2
45	O=S(=O)(NCc1ccc(Cl)cc1)NCc1ccccc1F
  0	2	-1	-3	i	-2	20	1	-19	13
46	COc1ccc(OC(C)C(=O)Nc2cccnc2)cc1 (centres undefined)
  1	1	-1	-2	i	1	6	2	-8	-5
47	COc1ccccc1NC(=O)C1CCN(S(=O)(=O)c2ccc3c(c2)CC(C)N3C(C)=O)CC1 (centres undefined)
  -2	-58	0	0	i	4	41	-2	2	3
48	CS(=O)(=O)c1cccc(-c2nnc(NC(=O)CCS(=O)(=O)c3ccccc3)o2)c1
  nt	5	1	-3	i	4	23	10	7	-6
49	O=C(NCc1ccccn1)C1CCC(=O)N(Cc2ccc(Cl)cc2)C1 (centres undefined)
  0	-15	20	-1	i	-1	7	-3	47	3
50	Cc1ccc(C(=O)Nc2cc(C)c(OCC(=O)N3CCOCC3)c(C)c2)cc1
  8	-3	0	1	i	3	19	1	14	-4
51	Cc1ccc2oc(=O)n(CC(=O)OC(C)C)c2c1
  0	3	1	-1	i	-1	6	-3	-1	0
52	Cc1cc(C)n(CC(=O)N2N=C(C(F)F)CC2(O)C(F)F)n1 (centres undefined)
  -3	-5	1	-2	i	1	1	-1	-15	-9
53	Cc1ccc(C)c(NC(=O)CS(=O)(=O)c2cn(C)c3ccccc23)c1
  1	-17	29	5	i	-3	14	nt	54*	-4
54	COc1ccc(CN(C)C(=O)c2cccc(S(=O)(=O)N3CCN(c4ccccc4)CC3)c2)c(OC)c1OC
  nt	-18	1	-1	i	2	3	2	8	nt
55	COc1cccc2[nH]c3c(=O)n(CCN(C)C)cnc3c12
  nt	7	0	-2	i	7	6	0	3	-59
56	CCN1CCCC1CNc1ccc(S(C)(=O)=O)cc1[N+](=O)[O-] (centres undefined)
  -4	-1	-10	-1	i	2	14	-1	-5	-3
57	Cc1c(NC(=O)C(=O)/C=C(\O)c2ccc(Cl)cc2)c(=O)n(-c2ccccc2)n1C
  0	12	4	-2	i	-1	13	-3	-3	-9
58	Cc1ccc(-n2ncc(Cl)c2C(=O)NC2CC2)cc1
  6	3	15	2	i	-1	1	0	54*	-2

Some of the compounds tested; rates above refer to the full screens.
